Assay outcomes (PubChem)
miR122 inh – miR-122 inhibition in Huh7 cells; Huh7 miR-122 Renilla luciferase sensor, 48 h; neutral wells = 0, positive control = 100; activation (reporter increase), % at 12.5 µM; actives 0.3% (n = 340,000);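 active = mean replicate activation score at least 90 and every replicate individually at or above 90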;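 also: higher luciferase means less miR-122 activity so hits act as miR-122 inhibitors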
The depositor's hits bear a star. Not all compounds are listed; rates above refer to the full screens.

canonical_smiles | miR122 inh
COc1cccc(C(C(=O)NC2CCCC2)N(Cc2ccc(C)cc2)C(=O)c2ccco2)c1OC (configuration not stated) | -1
N/C(=N\OC(=O)C1CCCCC1)c1cccc(Br)c1 | -7
Cc1ccc2c(c1)CCCN2C(=O)c1cccs1 | 1
Cc1cccc(C)c1NC1=NC(=S)N(c2ccc(N(C)C)cc2)C1(C)C | 3
Cc1ccc2oc3nc(C)c(C(=O)Nc4cccc(C(F)(F)F)c4)cc3c(=O)c2c1 | 4
CCCS(=O)(=O)N1CCC(C(=O)NCCCN2CCCC2=O)CC1 | 8
CN1CCN(C(=O)CC23CC4CC(CC(C4)C2)C3)CC1 | -2
CCOC(=O)c1[nH]c2ccccc2c1NC(=O)NC1CCCCC1 | -6
O=C(Nc1ccc(N2CCN(C(=O)c3ccccc3)CC2)c(Cl)c1)c1ccco1 | 67
Nc1ncnc2c1ncn2[C@@H]1O[C@H](C(=O)N2CCN(Cc3ccccn3)CC2)[C@@H](O)[C@H]1O | 4
Cc1cc(NC(=O)c2ccc3c(c2)OCCO3)no1 | 3
O=C(COc1ccccc1[N+](=O)[O-])Nc1ccccc1N1CCCCC1 | -1
Cc1cc(C)nc(NC(=O)Cc2cccs2)n1 | 7
Cc1ccc(S(=O)(=O)N(CC(=O)NCc2ccco2)Cc2ccccc2F)cc1 | 15
COc1cc2c(cc1OC)C(C)N(C(=O)C1COc3ccccc3O1)CC2 (configuration not stated) | 2
CCOC(=O)c1c(N)c(C#N)cn1-c1ccccc1 | -6
CCC1(C)C2(C#N)C(N)=NC(OC)(OC)C12C#N (configuration not stated) | -2
COC(=O)CNC(=O)c1ccc2c(c1)S(=O)(=O)c1ccccc1C2=O | 4
COc1ccccc1NC(=O)Nn1cnnc1 | -1
CCNC(=S)N(Cc1ccc2c(c1)OCO2)C1CC(=O)N(c2ccc(F)cc2)C1=O (configuration not stated) | 1
CC1(C)NC(=O)N(CCCCOc2ccc(Cl)cc2)C1=O | 27
CC(C)CCN1CN(S(=O)(=O)c2cccs2)c2nc3ccccc3nc21 | 9
CCn1cc(C(=O)NCc2ccccn2)c(=O)c2cc(F)c(N3CCN(C)CC3)cc21 | -1
CCc1nc(SCC(=O)Nc2nccs2)c2oc3ccccc3c2n1 | 7
O=C(NCc1cc(C(F)(F)F)ccc1Cl)c1cccc2c1C(=O)c1ccc(N3CCC(Cc4ccccc4)CC3)cc1S2(=O)=O | -6

canonical_smiles | miR122 inh
COc1ccc(-n2c(=O)c3ccccc3n(CC(=O)Nc3cc(C)on3)c2=O)cc1OC | -4
CCn1c(C)nc2c1C(=O)c1ccccc1C2=O | 1
Cc1ccc(/C=C/C(=O)Nn2cnnc2)cc1 | 1
COc1ccc(Br)cc1/C(C)=N/NC1=NCCN1 | -4
C/C(=N\OC(=O)NC1CCCCC1)c1sc(-c2ccccc2)nc1C | 3
COc1ccccc1N1CCN(C(CNC(=O)c2ccc3c(c2)OCO3)c2cccnc2)CC1 (configuration not stated) | -6
CN1CCc2[nH]c3ccc(C(=O)NN)cc3c2C1 | -4
COC(=O)CN1C(=O)C(O)(CC(=O)c2ccccc2)c2ccccc21 (configuration not stated) | -4
O=C(NNC(=O)c1sccc1-n1cccc1)c1ccc(Cl)cc1 | -2
Cc1nc(SCC(=O)Nc2ccc(F)cc2)c2oc3ccccc3c2n1 | -1
CCCCC(=O)Nc1ccc(Cl)cn1 | 1
CCc1nnc(NC(=O)[C@@H](NC(=O)c2cccc(S(=O)(=O)N3CCOCC3)c2)C(C)C)s1 | 3
O=C(CCCC(=O)N(CC(=O)NC1CCCC1)Cc1ccccc1Cl)Nc1ccccn1 | -1
O=C(CN1CCCN(S(=O)(=O)c2ccc(Br)s2)CC1)Nc1ccc(Cl)cc1 | -2
CC(C)c1ccc(NC(=O)C2CCN(S(C)(=O)=O)CC2)cc1 | 2
CC(C)(C)c1[nH]nc2c1C(c1ccncc1)C(C#N)=C(N)O2 (configuration not stated) | -3
NC(=O)c1sc2nc(N3CCOCC3)c3c(c2c1N)CCCC3 | 0
Cn1ncc2c1ncn1nc(COc3ccc4ccccc4c3)nc21 | -6
Cn1c(-c2ccc(N)cc2)nc2ccccc21 | -36
O=C(CCl)c1ccc(Cc2ncc(C(F)(F)F)cc2Cl)s1 | -1
N#CCCn1c(SCC(=O)NCCc2ccc(F)cc2)nc2ccccc21 | 0
Cc1ccc(C)c(NC(=O)CCc2ccc(S(=O)(=O)NC3CCCCC3)cc2)c1 | 54
Cc1cccc(C(=O)N2CCN(c3ccc(C(F)(F)F)cn3)CC2)c1C | 10
CCOC(=O)C1CCN(C(=O)CSc2ccc(Cl)cc2)CC1 | 0
COc1ccc(/C(N)=N/OC(=O)c2cccc([N+](=O)[O-])c2C)cc1OC | 3

canonical_smiles | miR122 inh
CC(=O)c1cc2c(cc1NC(=O)C1CC1)OCO2 | -5
CCCOc1nc(N)c(C#N)c(-c2ccccc2F)c1C#N | 3
CCCCOc1ccccc1C1CC(=O)NC2=C1C(=O)CCC2 (configuration not stated) | 109*
COc1ccc(OCC(=O)Nc2ccccc2O)cc1 | -15
COc1ccc(C(=O)CSc2cc(C)nc(SCC(=O)c3ccc(C)cc3)n2)cc1 | -5
COc1cc(NC(=O)CSc2nnc(C)s2)cc(OC)c1 | 10
CCc1cccc(CC)c1-n1c(SCn2nnc3ccccc3c2=O)nnc1-c1cccnc1 | 0
CCn1c(N)c(C(=O)NCCCOC)sc1=S | -10
O=C(O)c1ccc(CNCc2ccccc2Cl)cc1 | -5
Cc1onc(-c2ccccc2Cl)c1C(=O)N1CCN(C(=O)c2ccco2)CC1 | -1
Cc1csc2nc(CNC(=O)c3ccco3)cn12 | -5
CC(C)NC(=O)NC1C2CC3CC(C2)CC1C3 (configuration not stated) | -2
CN(C)CCC1Sc2ccccc2Oc2ccccc21 (configuration not stated) | -9
COc1ccc(S(=O)(=O)NCc2ccc(C(=O)N3CCN(c4ccccn4)CC3)cc2)cc1 | -18
N=C1C(c2nc3ccccc3c(=O)[nH]2)=C(O)CN1CCc1ccccc1 | -6
CN1c2ccccc2C(O)=C(C(=S)Nc2ccc(Cl)cc2)S1(=O)=O | 13
O=C(Nc1ccc(Cl)cc1)N1CCCN(Cc2ccccc2F)C1 | -4
O=C(Nc1ccc(N2CCN(C(=O)c3ccco3)CC2)c(Cl)c1)c1cc2ccccc2o1 | -21
COc1ccc(-n2c(=O)c3c4c(sc3n(CC(=O)NCc3ccco3)c2=O)CCC4)c(OC)c1 | 4
Cc1cccc(C#N)c1NC1=CC(=O)CC(C)(C)C1 | -1
CCc1cccc(NC(=O)c2snc3c(=O)[nH]cnc23)c1 | -14
Cc1c(Cl)cccc1NC(=O)CCCCCN1C(=O)CCC1=O | 4
CN(c1cc(=O)n2ccccc2n1)C1CCCCC1 | -2
COC(=O)CSc1nnc(C)n1-c1ccc(C)cc1 | 0
O=C(CC1Nc2ccccc2NC1=O)Nc1ccccc1 (configuration not stated) | 9

Entries listed so far that have a nitro group on carbon:
canonical_smiles | miR122 inh
O=C(COc1ccccc1[N+](=O)[O-])Nc1ccccc1N1CCCCC1 | -1
COc1ccc(/C(N)=N/OC(=O)c2cccc([N+](=O)[O-])c2C)cc1OC | 3

(continued)
canonical_smiles | miR122 inh
COc1ccc(-c2c(C#N)c(N)nc3c2CCCC3)cc1OC | 0
CCn1c(=O)cc(OCC(=O)NCc2cccnc2)c2ccccc21 | 0
CNC(=O)c1ccc(N(Cc2ccccc2)S(C)(=O)=O)cc1 | -1
COc1ccc(NS(=O)(=O)c2cccc(-c3nnc4n3CCCCC4)c2)cc1 | -9
Nc1[nH]nc2nc(NCc3ccccc3)c3c(c12)CCN(Cc1ccccc1)C3 | -1
CCCCN(C(=O)Cn1nnc2ccccc21)C(C(=O)NCCOC)c1ccc(OC)cc1OC (configuration not stated) | 6
CC/C(=C\C(=O)c1ccncc1)Nc1ccc(Br)cc1 | 1
O=C1c2ccccc2C(=O)N1CCc1nc2ccccc2c(=O)n1Cc1ccco1 | 4
COC(=O)c1sc(N)c(C(=O)OC)c1CSc1nnc(-c2ccccc2Cl)n1C | 104*
COc1ccc(Cl)cc1S(=O)(=O)N1CCN(C(=O)COc2ccccc2)CC1 | 6
COC(=O)C1=C(C)N(Cc2ccccc2)C(=NCCc2c[nH]c3ccccc23)N[C@H]1c1cccc(C(F)(F)F)c1 | 5
Cc1cc(C(=O)CSc2ccc(F)cc2)cc(C)c1OC(=S)N(C)C | 15
O=C(Nc1ccc2c(c1)OCO2)C1CCN(Cc2cnn(-c3ccccc3)c2-n2cccc2)CC1 | -8
CC(C)(C)c1ccccc1OCC(=O)NCCC(=O)O | -1
C=CCOC(=O)Nc1c(C(=O)OC)[nH]c2ccccc12 | 7
COc1ccc2c(c1)CCc1c(C(=O)NCCc3ccc(OC)c(OC)c3)noc1-2 | -5
COc1cccc2sc(N3CCN(C(=O)c4ccc([N+](=O)[O-])o4)CC3)nc12 | 25
O=C(CS(=O)(=O)c1ccccc1)N1CCCCCC1 | -3
Cc1ccc(-c2cc(N)n[nH]2)cc1 | 8
COc1cccc(N2C(=O)CC(N3CCN(S(=O)(=O)c4ccccc4)CC3)C2=O)c1 (configuration not stated) | -6
Nn1c(COc2ccccc2)nc2ccccc2c1=O | -1
COc1n[nH]c2nncnc12 | -9
O=C(Nc1nnc(COc2ccc(Cl)cc2)s1)C1CCCO1 (configuration not stated) | -4
CCOc1ccc(/C=C2\CCCc3c2nc2ccccc2c3C(=O)O)cc1OC | 16
CCOC(=O)Cn1nnnc1C(CC)N(Cc1cc2ccc(C)cc2[nH]c1=O)C1CCCC1 (configuration not stated) | -3

In the list so far, two contain a tert-butyl group:
canonical_smiles | miR122 inh
CC(C)(C)c1[nH]nc2c1C(c1ccncc1)C(C#N)=C(N)O2 (configuration not stated) | -3
CC(C)(C)c1ccccc1OCC(=O)NCCC(=O)O | -1

Remaining list, next part:
canonical_smiles | miR122 inh
Cn1cc(CNC(=O)C2c3ccccc3Oc3ccccc32)cn1 | -9
Cc1onc(-c2c(Cl)cccc2Cl)c1C(=O)Nn1cnnc1 | -4
COc1ccc(Cl)cc1NC(=S)N1CCN(c2ccccn2)CC1 | 1
O=C(NC1(C(F)(F)F)NC(=O)N(C2CCCCC2)C1=O)c1cccs1 (configuration not stated) | 6
CC1(C)SC2c3ccccc3C(=O)N2[C@@H]1C(=O)NCCCN1CCOCC1 (some centres not stated) | 2
Cc1ccc(S(=O)(=O)/N=S(/C)c2ccccc2)cc1 (configuration not stated) | 3
CO[C@H]1CC[C@@]2(C)[C@@H](CC[C@@H]3[C@@H]2CC[C@@]2(C)[C@H]3C[C@H](C(=O)N[C@@H](CCCN=C(N)N)C(=O)NCC(=O)N[C@@H](CC(=O)O)C(N)=O)O[C@]23CCCO3)C1 | -4
CC(=O)Nc1ccc(OCC(O)Cn2nc(C)c(Br)c2C)cc1 (configuration not stated) | -6

As a working copy, 32 of the compounds above:
canonical_smiles | miR122 inh
CCn1c(=O)cc(OCC(=O)NCc2cccnc2)c2ccccc21 | 0
CNC(=O)c1ccc(N(Cc2ccccc2)S(C)(=O)=O)cc1 | -1
COc1ccc(NS(=O)(=O)c2cccc(-c3nnc4n3CCCCC4)c2)cc1 | -9
Nc1[nH]nc2nc(NCc3ccccc3)c3c(c12)CCN(Cc1ccccc1)C3 | -1
CCCCN(C(=O)Cn1nnc2ccccc21)C(C(=O)NCCOC)c1ccc(OC)cc1OC (configuration not stated) | 6
CC/C(=C\C(=O)c1ccncc1)Nc1ccc(Br)cc1 | 1
O=C1c2ccccc2C(=O)N1CCc1nc2ccccc2c(=O)n1Cc1ccco1 | 4
COC(=O)c1sc(N)c(C(=O)OC)c1CSc1nnc(-c2ccccc2Cl)n1C | 104*
COc1ccc(Cl)cc1S(=O)(=O)N1CCN(C(=O)COc2ccccc2)CC1 | 6
COC(=O)C1=C(C)N(Cc2ccccc2)C(=NCCc2c[nH]c3ccccc23)N[C@H]1c1cccc(C(F)(F)F)c1 | 5
Cc1cc(C(=O)CSc2ccc(F)cc2)cc(C)c1OC(=S)N(C)C | 15
O=C(Nc1ccc2c(c1)OCO2)C1CCN(Cc2cnn(-c3ccccc3)c2-n2cccc2)CC1 | -8
CC(C)(C)c1ccccc1OCC(=O)NCCC(=O)O | -1
C=CCOC(=O)Nc1c(C(=O)OC)[nH]c2ccccc12 | 7
COc1ccc2c(c1)CCc1c(C(=O)NCCc3ccc(OC)c(OC)c3)noc1-2 | -5
COc1cccc2sc(N3CCN(C(=O)c4ccc([N+](=O)[O-])o4)CC3)nc12 | 25
O=C(CS(=O)(=O)c1ccccc1)N1CCCCCC1 | -3
Cc1ccc(-c2cc(N)n[nH]2)cc1 | 8
COc1cccc(N2C(=O)CC(N3CCN(S(=O)(=O)c4ccccc4)CC3)C2=O)c1 (configuration not stated) | -6
Nn1c(COc2ccccc2)nc2ccccc2c1=O | -1
COc1n[nH]c2nncnc12 | -9
O=C(Nc1nnc(COc2ccc(Cl)cc2)s1)C1CCCO1 (configuration not stated) | -4
CCOc1ccc(/C=C2\CCCc3c2nc2ccccc2c3C(=O)O)cc1OC | 16
CCOC(=O)Cn1nnnc1C(CC)N(Cc1cc2ccc(C)cc2[nH]c1=O)C1CCCC1 (configuration not stated) | -3
Cn1cc(CNC(=O)C2c3ccccc3Oc3ccccc32)cn1 | -9
Cc1onc(-c2c(Cl)cccc2Cl)c1C(=O)Nn1cnnc1 | -4
COc1ccc(Cl)cc1NC(=S)N1CCN(c2ccccn2)CC1 | 1
O=C(NC1(C(F)(F)F)NC(=O)N(C2CCCCC2)C1=O)c1cccs1 (configuration not stated) | 6
CC1(C)SC2c3ccccc3C(=O)N2[C@@H]1C(=O)NCCCN1CCOCC1 (some centres not stated) | 2
Cc1ccc(S(=O)(=O)/N=S(/C)c2ccccc2)cc1 (configuration not stated) | 3
CO[C@H]1CC[C@@]2(C)[C@@H](CC[C@@H]3[C@@H]2CC[C@@]2(C)[C@H]3C[C@H](C(=O)N[C@@H](CCCN=C(N)N)C(=O)NCC(=O)N[C@@H](CC(=O)O)C(N)=O)O[C@]23CCCO3)C1 | -4
CC(=O)Nc1ccc(OCC(O)Cn2nc(C)c(Br)c2C)cc1 (configuration not stated) | -6
